Bioassay records: PubChem, Broad Institute
LGR2 antag: inhibitors of bursicon-induced LGR2 CRE-luciferase signal, primary screen, cell-based, HEK293, CRE-luciferase reporter, bursicon stimulation; inhibition, % at 9.99 µM; AID 720647, 2013; Drosophila bursicon receptor LGR2 (rickets); 0.35% of 380,000 active; bursicon-stimulated, 4 h;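 active = drop in luminescence signal, shown as inhibition above about 50% in the replicate tests, limit read from the data, passing the limit was not always enough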;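 also: agonist challenge used bursicon conditioned medium at about half maximal strength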
GSIS activator: GLuc luminescence reporter in INS-1E cells, primary screen for activators of glucose-dependent secretion of insulin | 0.61% of 370,000 active | INS-1E GLuc reporter insulin secretion, 2-3 h | activation, % at 16.6 µM | AID 743287, 2014;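 active = lowest replicate activation of at least 40%, so every replicate reaches that level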;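 also: 0% = median of neutral control wells and 100% = median of IBMX positive control wells; some compounds called inactive have numbers as strong as hits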
PAX8 reporter: inhibitors of PAX8-driven TPO luciferase reporter, primary screen, RMG-I cells, single concentration. SteadyGlo, 24 h. inhibition, % at 12.6 µM. 1.2% of 360,000 active. AID 652154, 2013;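 active = mean replicate inhibition at least 60% with every replicate also reaching 60%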;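 also: luciferase light reporting Pax8 driven TPO promoter activity; plate controls were median of neutral control wells for no effect and mitoxantrone controls for full effect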
* marks the source's active call; other numbers are inactive results; & = joins results of further samples. An excerpt. The share of hits here may be higher or lower than overall.

SMILES | LGR2 antag | GSIS activator | PAX8 reporter
COc1ccc2c3c(n(C)c2c1)[C@@H](CO)N(C(=O)C1CC1)CC31CCN(C(=O)c2ccncc2)CC1 | 29 | -14 | 3
CCOC(=O)C1=C(C)N(CCCC(=O)O)C(=O)NC1c1ccccc1OC(=O)c1cccs1 (configuration not stated) | 2 | 12 | -9
Cc1oc(/N=C/c2ccc(O)cc2O)c(C#N)c1C | 5 | 11 | 12
COc1ccc(-c2noc(CNC(=O)Nc3ccc(F)cc3)n2)cc1 | 3 | 5 | 11
O=C(C[C@@H]1C=C[C@H](NC(=O)Cc2ccccn2)[C@@H](CO)O1)NCCc1ccccc1 | -22 | 3&-15 | 21
COc1ccccc1Cc1c(-c2ccc(F)cc2)nc2ccc(C)cn12 | -38 | -21 | -208
NC(=O)c1cccnc1Nc1ccccc1F | 12 | 2 | -57
Cn1c(N)c(C(=O)COC(=O)c2cccc(S(=O)(=O)N3CCCCC3)c2)c(=O)n(C)c1=O | 11 | 29 | 31
Cc1ccc(NC(=O)CN2CCC(NC(=O)C3CCCCC3)CC2)c(Br)c1 | 1 | -10 | -10
C=CCC[C@@H](CCCCC)OC(=O)/C=C/[C@H](O)[C@@H](O)C[C@H](O)CC=C | 15 | -36 | 7
FC(F)(F)c1nc2ccccc2c2nc3ccccc3n12 | -17 | 3 | -1
C[C@@H]1COc2cc(N3CCSCC3)ccc2S(=O)(=O)N1 | -19 | 9 | 1
CCOC(=O)[C@]12CCC=C1N(Cc1cccc3ccccc13)C(=O)[C@H](CC(=O)NCC13CC4CC(CC(C4)C1)C3)C2 | 18 | 9 | 5
COC(=O)Cc1c(C(=O)OC)nnn1-c1cccc(C(F)(F)F)c1 | 9 | 20 | 9
COc1cccc(-c2ccc(C#N)c(SCC(=O)NCCc3ccc(Cl)cc3)n2)c1 | 12 | 108* | 15
Cc1cc(NC(=O)c2n[nH]c(=O)c3ccccc23)ccc1Br | -23 | 7 | 5
O=C(NNC(=O)C(c1ccccc1)c1ccccc1)c1ccccn1 | 6 | -7 | 51
CC(C)CNc1cccc2c1S(=O)(=O)N[C@H](CC(C)C)CO2 | 16 | 14 | -7
O=C(Nc1nc(-c2ccccc2)cs1)c1ccc2c(=O)n3c(nc2c1)CCCCC3 | 14 | 4 | -16
COc1ccccc1CCn1cnc(C)c1CC(C)C | 10 | -22 | -1
CN(Cc1cn(Cc2cccc(Cl)c2)nn1)C1CN(Cc2cn(Cc3cccc(Cl)c3)nn2)S(=O)(=O)C1 (configuration not stated) | -6 | -16 | 1
COc1cccc(C(=O)Nc2nc(-c3ccncc3)cs2)c1 | -2 | -3 | 0
Cc1cccc(C)c1NC(=O)C(CCc1ccccc1)n1c(=O)c(-c2cc3ccccc3[nH]2)nc2ccccc21 (configuration not stated) | 7 | 18 | 2
CCCCOCCCNC(=O)C[C@H]1C[C@@]2(C(=O)OC)C(=C[C@H](C(C)(C)C)O[C@@H]2C)N(CCC2=CCCCC2)C1=O | 18 | -22 | 27
CCNc1nc(NCC)nc(Oc2ccc(OCc3ccccc3)nn2)n1 | 0 | 6 | -2

Additional records follow.
SMILES | LGR2 antag | GSIS activator | PAX8 reporter
O=C(NCCC1=CCCCC1)c1ccc(-n2cncn2)c([N+](=O)[O-])c1 | -8 | -3 | 6
COC(=O)[C@]12C[C@H](CC(=O)N3CCC(c4ccccc4)CC3)C(=O)N(Cc3ccccc3)C1=C[C@H](C(C)(C)C)O[C@@H]2C | 10 | -28 | 13
Cc1ccc(-c2nc3ncccn3c2Nc2ccccc2C)o1 | -20 | -27 | -16
COC(=O)C1=C(C)N(Cc2ccccc2C(F)(F)F)C(=NCc2ccc(OC)cc2)NC1c1ccc(Cl)cc1 (configuration not stated) | 4 | 87* | -6
CN1CCCCC(NC(=O)c2ccc(F)c(F)c2)C1=O (configuration not stated) | 22 | 3 | 21
O=C(COC(=O)CC(c1ccccc1)c1ccccc1)Nc1c(F)cccc1F | -4 | -23 | -18
CN(C)c1ccc(C(CC(=O)O)C(=O)O)cc1 (configuration not stated) | 10 | -14 | -27
COC(=O)C1=C(C)N(Cc2ccc(C(F)(F)F)cc2)C(=NCC2CC2)NC1c1ccccc1C(F)(F)F (configuration not stated) | 2 | 37 | 44
Cc1ccc(S(=O)(=O)c2cnc(-c3ccccc3)nc2N2CCN(C)CC2)cc1 | -11 | -39 | 18
N#Cc1ccc(C(C(=O)NCc2ccccc2)n2c(=O)c(-c3cc4ccccc4[nH]3)nc3ccccc32)cc1 (configuration not stated) | 15 | 3 | 25
O=C1Nc2ccccc2C(=O)N(Cc2ccccc2)C1C(=O)NC1CC1 (configuration not stated) | 1 | 10 | -8
Cc1cccc(CN2[C@@H](C)[C@H](c3ccccc3)Oc3cc(Br)ccc3S2(=O)=O)c1 | 6 | 2 | 3
Cc1ccc(C2NC(C(=O)O)CS2)cc1 (configuration not stated) | 34 | -8 | -108
C#CCOCCOCCOCCNc1nc(N2CCN(C(=O)[C@H]([C@@H](C)CC)n3cc([C@@H](N)CC(C)C)nn3)CC2)nc(N2CCN(C(=O)[C@H](Cc3ccc(O)cc3)n3cc([C@@H](N)CC(C)C)nn3)CC2)n1 | -7 | 4 | -31
C[C@@H](c1ccccc1)N1C[C@@H](COCc2ccccc2)Oc2cc(N3CCC[C@@H]3CO)ccc2S1(=O)=O | 3 | 22 | 5
C=CCC1(NCc2ccco2)CCN(CC)CC1 | -3 | 8 | -13
CC(C)C[C@H]1CN(CCCC[C@H]2CNC(=O)C(=O)N2CCc2ccc(O)cc2)C(=O)C(=O)N1CCc1ccccc1 | -13 | 14 | 3
O=C(CC(CC(=O)c1ccccc1)c1ccco1)c1ccccc1 | -4 | -19 | -72
C[C@H]1[C@H](c2ccccc2)Oc2cccc(NCCc3ccccc3)c2S(=O)(=O)N1Cc1cccc(F)c1 | 3 | 4 | -8
O=S1(=O)N[C@@H](Cc2ccccc2)COc2cc(N3CCOCC3)ccc21 | 6 | -5 | -10
COc1ccc2c3c([nH]c2c1)[C@H](CO)N(C(=O)C1CCC1)CC31CCN(C)CC1 | 7 | 5 | -7
Cc1cc(Br)cn2c(Cc3ccccc3)c(-c3ccc(Cl)cc3)nc12 | 13 | 29 | 7
COc1ccc2c3c(n(C)c2c1)[C@@H](CO)N(C(=O)C1CC1)CC31CN(C(=O)C2CCOCC2)C1 | 5 | 13 | -2
O=S1(=O)N[C@H](Cc2ccccc2)COc2cc(F)ccc21 | 1 | -7 | -30
COc1cccc(C2=Cc3ccc(F)cc3C(CC(C)=O)N2c2ccc(-c3cc(OC)c(OC)c(OC)c3)cc2)c1 (configuration not stated) | -4 | 4 | 36

Whole records as entered above.
`C[C@H]1[C@H](c2ccccc2)Oc2cccc(NCCc3ccccc3)c2S(=O)(=O)N1Cc1cccc(F)c1` is entered as LGR2 antag: 3; GSIS activator: 4; PAX8 reporter: -8
`Cc1cc(Br)cn2c(Cc3ccccc3)c(-c3ccc(Cl)cc3)nc12` is entered as LGR2 antag: 13; GSIS activator: 29; PAX8 reporter: 7

Next structures follow:
SMILES | LGR2 antag | GSIS activator | PAX8 reporter
N#Cc1ccc(/C=C/C(=O)c2ccccc2)cc1 | 9 | 4 | -28
COc1cccc(NC(=O)CN(C)C(=O)c2cc3c(s2)CCC3)c1 | -16 | -9 | 3
C#CCN1C(=O)[C@]2(OCCC=C[C@H]2C)c2ccccc21 | 10 | 12 | -4
COCCN1C(=O)CSCC1(C)C(=O)Nc1c(C)cccc1C (configuration not stated) | -18 | 7 | -3
C[C@@H](c1ccccc1)N1C[C@H](COCc2ccccc2)Oc2cc(N3CC[C@H](N(C)C)C3)ccc2S1(=O)=O | 9 | -3 | 35
CC(C)C[C@H]1COc2cc(NCc3ccc(Cl)c(Cl)c3)ccc2S(=O)(=O)N1 | -1 | -12 | 19
CCOC1=C2CN(S(=O)(=O)c3ccc(C)cc3)C(c3cccc(Cl)c3)CC2NC(c2ccccc2)C1 (configuration not stated) | -3 | -15 | 38
COc1ccc2c3c(n(C)c2c1)[C@@H](CO)N(C(=O)C1CCC1)CC31CCN(Cc2cccc(F)c2)CC1 | 0 | -19 | 35
COc1ccccc1Oc1ccc(NC(=O)c2ccc(Cl)cc2)cc1 | -7 | 6 | 13
Cc1ccc(C(=O)NCCSCc2ccc(Cl)cc2Cl)cc1[N+](=O)[O-] | 8 | -23 | 0
CC(=O)OC[C@H]1O[C@H](C#Cc2ccc(C(C)(C)C)cc2)C=C[C@H]1OC(=O)Nc1ccccc1 | 14 | -15 | 24
COc1ccccc1N1CCN(C2C(=O)Nc3ccccc3-n3nnnc32)CC1 (configuration not stated) | -2 | -5 | -1
Cc1cccc(COC[C@H](Cc2ccccc2)N2CCN(C(=O)c3cccc(Cl)c3)CCC2=O)c1 | 16 | 3 | 8
CC1CCCN(C2=C(NS(=O)(=O)c3ccc(Cl)cc3)C(=O)c3ccccc3C2=O)C1 (configuration not stated) | -7 | -11 | -1
CCCNC(=O)CSCc1nc(-c2ccc(SC)cc2)oc1C | -16 | -3 | -3
Nc1ccn([C@@H]2O[C@H](C(=O)NCC(=O)N3CCOCC3)[C@@H](O)[C@H]2O)c(=O)n1 | -1 | 6 | 0
COc1ccc(C(=O)c2[nH]c(N)c(C(=O)NCCc3c[nH]c4ccccc34)c2-c2ccc(OC)c(OC)c2)cc1 | 17 | -4 | 21
CCCCCNC(=O)C(c1ccncc1)n1c(=O)c(-c2cc3ccccc3[nH]2)nc2ccccc21 (configuration not stated) | -37 | -37 | -62
Cc1ccc(N2CCN(C(C(=O)Nc3c(C)cccc3C)c3cccc(F)c3)CC2)cc1 (configuration not stated) | -20 | 27 | 20
C[C@H](O)[C@@H]1CN2CCc3ccc(-c4ccc5c(c4)OCO5)cc3[C@@H]2C[C@@H]1N(C)Cc1cc(Cl)cc(Cl)c1 | -20 | -25 | -18
O=C1N(c2ccccc2)c2ccccc2[C@]12C[C@H](O)CO2 | -8 | 55* | -17
CCNC(=S)N/N=C/c1ccc(F)cc1 | -1 | -2 | 24
Cc1ccccc1NC(=O)Nc1ccccc1C(N)=O | 7 | 11 | -9
CC(C)C[C@H]1CN([C@@H](CC(C)C)CN2CCCC2CN2C(=S)NC[C@@H]2Cc2ccccc2)C(=S)N1CC1CCCCC1 (some centres not stated) | -14 | -9 | -21
CC(C)(C)NC(=O)C1c2ccccc2OCC(=O)N1C1CC1 (configuration not stated) | 20 | -2 | -15

Molecules from the list above that contain a thiophene ring, fused or not:
SMILES | LGR2 antag | GSIS activator | PAX8 reporter
CCOC(=O)C1=C(C)N(CCCC(=O)O)C(=O)NC1c1ccccc1OC(=O)c1cccs1 (configuration not stated) | 2 | 12 | -9
COc1cccc(NC(=O)CN(C)C(=O)c2cc3c(s2)CCC3)c1 | -16 | -9 | 3

Going on with the list:
SMILES | LGR2 antag | GSIS activator | PAX8 reporter
O=[N+]([O-])c1ccc(Br)c(CN2CCN(c3ncc(Cc4ccccc4)cn3)CC2)c1 | 9 | -1 | 17
Cc1cc2nc(C(C)(C)C)c(Cc3ccccc3C(F)(F)F)n2c(C)c1Br | 7 | -8 | 16
CC(=O)c1cccc(CN2CCN(C(C)C)C(CCO)C2)c1 (configuration not stated) | -5 | -3 | -37
CC[C@@H]1Cc2[nH][nH]c(=O)c2[C@H](c2ccc(Cl)cc2)O1 | 5 | 19 | 13
O=C(Cn1cc(COC(=O)c2c3ccccc3cc3ccccc23)nn1)c1ccc(O)cc1 | -32 | 0 | -4
Cc1nc(NC(=O)C(C)(C)C)sc1C(=O)Cn1cc(CCCC#N)nn1 | -16 | -12 | -26
COC(=O)c1cc2c(c3c4cc(C#N)ccc4n(S(=O)(=O)c4ccc(C)cc4)c13)C(=O)N(C)C2 | 0 | 0 | -4
N#CCCn1cc(C(=O)Nc2ccc([N+](=O)[O-])cc2)c(-c2cccs2)n1 | 18 | -17 | 9
BrC(/C=C\c1ccccc1)=N/Nc1nc(N2CCOCC2)nc(N2CCOCC2)n1 | -5 | 11 | 15
COc1ccc(CN2C[C@@]3(O)CC[C@@H](O)[C@@H](OC)[C@@H]3[C@@]2(C)[C@H](O)CC=C(C)C)cc1 | -3 | 15 | -10
O=C(Nc1ccc2c(c1)OCCO2)C1c2ccccc2OCC(=O)N1CCCN1CCOCC1 (configuration not stated) | -4 | 7 | -16
Nc1nc2ncccn2c1-c1ccc(C(F)(F)F)cc1 | -15 | -13 | 10
O=C(N/N=C/c1cccs1)c1cccc(NC(=O)c2ccccc2Cl)c1 | -33 | 5 | -13
CCCN(C(=O)Cc1coc2cc(C)c(C)cc12)c1c(N)n(Cc2ccccc2)c(=O)[nH]c1=O | 7 | 2 | 14
COc1cc(C(=S)N2CCOCC2)ccc1OC(=O)/C=C/c1ccco1 | 33 | -3 | -19
CCCCOc1ccc(C(=O)N/C(=C/C=C/c2ccccc2)C(=O)NC)cc1 | -4 | -11 | -9
COC(=O)c1ccc2c(c1)S(=O)(=O)NC2C (configuration not stated) | 21 | 22 | -10
CC1=NN(C(C#N)c2c(C)nn(Cc3ccccc3)c2C)C(C)(C)C1 (configuration not stated) | 5 | 23 | 15
Cc1ccc(N(C(=O)c2ccn[nH]2)C(C(=O)NC2CCCC2)c2cccs2)cc1 (configuration not stated) | -15 | 26 | 9

Ordered by SMILES length (rising): some entries from above
SMILES | LGR2 antag | GSIS activator | PAX8 reporter
Nc1nc2ncccn2c1-c1ccc(C(F)(F)F)cc1 | -15 | -13 | 10
CC[C@@H]1Cc2[nH][nH]c(=O)c2[C@H](c2ccc(Cl)cc2)O1 | 5 | 19 | 13
BrC(/C=C\c1ccccc1)=N/Nc1nc(N2CCOCC2)nc(N2CCOCC2)n1 | -5 | 11 | 15
O=C(Cn1cc(COC(=O)c2c3ccccc3cc3ccccc23)nn1)c1ccc(O)cc1 | -32 | 0 | -4
